ERK EGF inh – inhibitors of EGF-stimulated ERK signaling pathway; AID 1454; HEK293-V1b, EGF-stimulated phospho-ERK AlphaScreen; Potency, µM (series often up to 11.5 µM), for the others: at the highest dose activity change, negative = inhibition, actives largely listed as inhibitors; 0.41% of 130,000 active; active = well fitted inhibition curve with a large enough effect; inconclusive = small, poorly fitted or top-dose-only effect, or effect the other way;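 also: plate controls were stimulated vehicle wells for no effect and unstimulated vehicle basal for full effect; nearly all actives have a fitted effect of over 55% in size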
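HEK293 cells stably expressing V1b receptor, serum-reduced (1% FBS) overnight, pretreated 30 min with compound, then stimulated 5 min with 25 nM EGF; phospho-ERK detected by AlphaScreen SureFire. AC50 from Hill fits, normalized to DMSO and EGF.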
An asterisk follows results filed as active; ? = inconclusive; & = joins results of further samples; [ ] = remark or other dose. Potency is read from the fitted curve at half-maximal effect.

SMILES	ERK EGF inh
c1ccc(CCCNc2ncccn2)cc1	7%
O=C(NCC1(N2CCOCC2)CCCCC1)c1cccc(S(=O)(=O)N2CCc3ccccc3C2)c1	-2%
Cc1ccc(NC(=O)C(CC(C)C)NC(N)=O)cc1Cl (centres undefined)	1%
Cc1c(OCC(F)(F)F)ccnc1CS(=O)c1nc2ccccc2[nH]1 (centres undefined)	-4%[57.5 µM]
COC(=O)[C@@H]1C[C@@]2(O)[C@H](O)[C@H](O)[C@H](O)C[C@H]2N1Cc1ccc(-c2ccccc2)cc1	-9%
O=C(Nc1ccccc1N1CCOCC1)c1cc(-c2ccncc2)nc2ccccc12	3%
CCOC(=O)c1sc(NC(=O)CSc2nccc(C)n2)nc1C	3%
CNC(=O)c1ccsc1NC(=O)CCS(=O)(=O)c1ccccc1	6%
O=C(COC(=O)/C=C/c1nc2ccccc2s1)Nc1cccc(Cl)c1Cl	6%
CC1CCN(c2c(NCc3ccc(C(=O)NCc4ccccc4)cc3)c(=O)c2=O)CC1	28%[57.5 µM]
Cc1sc2nc(COC(=O)c3ccc(Cl)c(N)c3)[nH]c(=O)c2c1C	-10%[57.5 µM]
O=C1CCC(=O)N1c1ccc(-c2nc3sc4c(c3c(=O)o2)CCC4)cc1	-3%[57.5 µM]
CC(C)N(Cc1ccccc1)C(=O)CSc1nccn1C	4%
Cc1ccnc2nc(C(=O)OCC(=O)NC(=O)NCc3ccco3)nn12	5%
COc1ccc2c3c([nH]c2c1)C(C)N(C(C)=O)CC3 (centres undefined)	-6%[57.5 µM]
O=C(NC1=NCCS1)c1cccc(OC(F)F)c1	-4%
Cc1cccc(NC(=O)c2oc(=O)c3ccccc3c2-c2ccccc2)c1C	-5%
C=CCN=c1scc(-c2ccccc2)n1/N=C/c1ccccn1	?
COC(=O)C1=C(O)C(C(=O)OC)C(c2ccc(C)cc2)C(C#N)(C#N)C1c1ccc(C)cc1 (centres undefined)	0%
CCCCC1=CC2=CC(=O)C(C)(OC(=O)CC)C(=O)C2=CN1C1CCCCC1 (centres undefined)	6%[57.5 µM]
O=C1OC(c2cccs2)=N/C1=C/c1ccc(-c2cccc(C(=O)O)c2)o1	-2%
COc1cc2c(c(O)c1OC)-c1c(cc(OC)c(OC)c1O)[C@@H](OC(=O)c1ccccc1)[C@@](C)(O)[C@@H](C)[C@@H]2OC(C)=O	-6%[57.5 µM]
Cc1ccc(S(=O)(=O)NNC(=O)NC23CC4CC(CC(C4)C2)C3)cc1	10%
COCCCN(C(=O)c1cc2c(s1)CCC2)c1c(N)n(Cc2ccccc2)c(=O)[nH]c1=O	3%
CCC(=O)N1CCc2cc(S(=O)(=O)CCC(=O)Nc3nc(C)cs3)ccc21	-2%

Not a retest: entries from further up.
SMILES	ERK EGF inh
CC1CCN(c2c(NCc3ccc(C(=O)NCc4ccccc4)cc3)c(=O)c2=O)CC1	28%[57.5 µM]
Cc1sc2nc(COC(=O)c3ccc(Cl)c(N)c3)[nH]c(=O)c2c1C	-10%[57.5 µM]
O=C1CCC(=O)N1c1ccc(-c2nc3sc4c(c3c(=O)o2)CCC4)cc1	-3%[57.5 µM]
CC(C)N(Cc1ccccc1)C(=O)CSc1nccn1C	4%
Cc1ccnc2nc(C(=O)OCC(=O)NC(=O)NCc3ccco3)nn12	5%
COc1ccc2c3c([nH]c2c1)C(C)N(C(C)=O)CC3 (centres undefined)	-6%[57.5 µM]

Next part
SMILES	ERK EGF inh
CCOC(=O)c1cc(-c2ccccc2)sc1NC(=O)C(C)OC(=O)c1cccc(S(=O)(=O)N(C)C)c1 (centres undefined)	5%
CS(=O)(=O)N(CC(=O)N1CCCC1)Cc1ccc(Cl)cc1	0%
C=CCOc1cccc(CNc2ccc3[nH]c(=O)[nH]c3c2)c1	5%
CCN(CC)C(=O)CSc1nc(C)cc(C)c1C#N	-1%
Cc1ccc(NC(=S)N(CCN(C)C)C(C)c2ccco2)c(C)c1 (centres undefined)	-11%[57.5 µM]
Oc1ccc(/C=N/Nc2nc(N3CCCC3)nc(N3CCCC3)n2)cc1O	11%
Cc1cc(C(=O)Nc2c[nH]c(=O)[nH]c2=O)ccc1[N+](=O)[O-]	2%
CC(=O)N(C)c1ccc(NC(=S)Nc2ccc(C(C)C)cc2)cc1	1%
CC(C)CCn1cnc2c1c(=O)n(C)c(=O)n2C	2%
COc1cc(C2SCC(=O)N2c2c(C)n(C)n(-c3ccccc3)c2=O)ccc1O (centres undefined)	22%[57.5 µM]
COc1ccccc1C(O)P(=O)(OC1CCCCC1)OC1CCCCC1 (centres undefined)	-4%[57.5 µM]
CNC(=O)c1nc(C)c(C2(C)CC(c3ccccc3)=NO2)s1 (centres undefined)	-9%[57.5 µM]
CCOC(=O)Cn1cc(C#N)c2cccc(CC)c21	-4%
Cc1ccc(N2C(SCC(=O)O)=NC(=Nc3cccc(C)c3)C23CCCC3)cc1	-2%
O=C(Nc1ccccc1)Nc1scc2c1c(=O)oc1ccccc12	0%[57.5 µM]
O=C(O)CSc1ccnc2cc(Cl)ccc12	3%[57.5 µM]
COC(=O)c1ccc(C(=O)N2CCCC(CNC(=O)c3ccccc3Cl)C2)cc1 (centres undefined)	-3%
CC(C)OC(=O)/C(=C/c1cccnc1)NC(=O)c1ccccc1	3%
COc1c(OC)c(O)c2c(=O)cc(-c3c(O)cccc3O)oc2c1OC	20%[57.5 µM]
N#Cc1ccsc1NC(=O)CSc1nnnn1-c1ccc(O)cc1	-2%[57.5 µM]
Cc1ccc(C(=O)/C=C/Nc2ccc(S(=O)(=O)Nc3onc(C)c3C)cc2)cc1	9%
N/C(CC1CC1(Cl)Cl)=N\OC(=O)c1ccccc1 (centres undefined)	-8%[57.5 µM]
COc1ccc2nc(Cl)c(/C=N/Nc3ccccn3)cc2c1	0%
CCN1CCN(C(=O)/C=C/c2ccc(C)o2)CC1	6%
CCn1c(SCC(N)=O)nnc1-c1ccc2c(c1)OCO2	7%
Other results follow:
SMILES	ERK EGF inh
CCO[C@@H]1OC(C(=O)N2CCN(Cc3ccccc3)CC2)=C[C@H](C2CC2)[C@H]1CCCO	-9%[57.5 µM]
Cc1onc(-c2ccccc2)c1C(=O)NNC(=S)NC(=O)/C=C/c1ccccc1	8%
COC(=O)c1cccc(C23CC4(C2)[C@H](CN(CC2CCCCC2)[C@@H]4c2ccccc2)C3c2ccccc2)c1 (some centres undefined)	-9%
CCOC(=O)C(=O)N1c2ccccc2C(N(C(=O)C(=O)OCC)c2ccccc2)CC1C (centres undefined)	2%[57.5 µM]
COc1ccc2c(c1OC)C(=O)N1N=C(c3ccc(Cl)cc3)CC21 (centres undefined)	-2%
COc1ccc(NC(=O)/C=C/c2ccccc2)c([N+](=O)[O-])c1	-5%
O=C(COc1ccc(C(=O)NCCc2ccccc2)cc1)Nc1ccccc1	1%
Cn1c(=O)cnc2cnc(Nc3ccccc3)nc21	-4%
CC(C)(C)NC(=O)COc1ccc(CNCCc2ccccc2)cc1	0%
CC1CCN(C(=O)COc2ncnc3ccccc23)CC1	4%
CCCCn1c(-c2sccc2C)n[nH]c1=S	-14%
O=C1C(=O)N(Cc2ccccc2)C(=O)N1CCOc1ccccc1	3%
O=C(CC1C(=O)NCCN1Cc1ccccc1C(F)(F)F)NCCc1ccccn1 (centres undefined)	0%
CCN(CC)c1ccc(C(=O)N/N=C(\C)c2ccc(O)cc2)cc1	6%
O=C(c1ccc(F)cc1)C1CCN(CCCCc2ccccc2)CC1	-5%
COc1cc(NS(=O)(=O)c2ccc(Nc3nc(-c4ccccc4)cs3)cc2)nc(OC)n1	-1%
C=CCNC(=O)CCc1nnc(C2(c3ccc(Cl)cc3)CCC2)o1	15%
CCc1ccc(OCC(=O)N/N=C/c2ccc(OS(=O)(=O)c3ccc(C)cc3)c(OC)c2)cc1	-4%
COc1ccc(-c2cc(-c3n[nH]c(=S)n3-c3cccc4ccccc34)[nH]n2)cc1	-1%
Cc1ccc(S(=O)(=O)N(C)C)cc1NC(=O)COC(=O)/C=C/c1ccc2c(c1)OCO2	5%
CCOC(=O)c1oc2ccc(CNC3CCCCC3)c(Cl)c2c1C	-6%
COc1cc(SC)ccc1C(=O)NCc1ccccc1	6%
CC1(C)NC(=O)N(CC(=O)Nc2cc(S(=O)(=O)N3CCOCC3)ccc2N2CCOCC2)C1=O	3%
CN1/C(=C\C=N\NC(=O)c2cccnc2)C(C)(C)c2ccccc21	3%
c1ccc2c3c([nH]c2c1)[C@@H]1[C@H]2CC[C@H]([C@H]4CCCN[C@H]42)N1CC3	11%[25.7 µM]
(listing goes on)
SMILES	ERK EGF inh
CN1CCN(C(=O)c2ccc(Oc3ccc([N+](=O)[O-])cc3)cc2)CC1	-3%
NCCCCN=C(N)N	14%&-1%&-2%
Cc1ccc(C)c(S(=O)(=O)NCCCn2ccnc2)c1	0%
Cc1ccc(O)c(NC(=O)CN(C)S(=O)(=O)c2ccc(Cl)cc2)c1	-3%[57.5 µM]
CC(C)n1cnc2cc(NCc3ccccc3O)ccc21	-16%[57.5 µM]
COC(=O)c1ccc(NC(=O)CNCc2ccncc2)cc1	-5%
OC[C@H]1O[C@@H](n2cnc3cncnc32)[C@H](O)[C@@H]1O	-8%&6%
O=C(Nc1ccc(Cl)cc1)N1CCOC12CCC1(CC2)OCCO1	10%
Cc1ccccc1NCC(=O)N=Nc1c(O)[nH]c2ccc([N+](=O)[O-])cc12	0%[57.5 µM]
OC(CN1CCOCC1)c1ccc(F)cc1 (centres undefined)	-11%
CCc1ccccc1NC(=S)N(Cc1ccc(OC)cc1)CC1CCC(C(=O)O)CC1 (centres undefined)	-6%[57.5 µM]
CC1=C(CCC(=O)O)c2cc3nc(cc4[nH]c(cc5[nH]c(cc1n2)c(C)c5C(C)O)c(C)c4C(C)O)C(C)=C3CCC(=O)O (centres undefined)	24%
CCCOC(=O)Nc1c(C)cccc1C(C)C	?
Cc1ccc2c(c1)C(=O)C(=O)N2CCCOc1ccccc1	17%
COc1ccc(NC(=O)Cn2c(=O)c(C)nc3ccccc32)cc1Cl	2%[57.5 µM]
COc1cc(/C=C/C(=O)O)cc(S(=O)(=O)NCc2ccc3c(c2)OCO3)c1OC	11%
CN(C[C@H](Cc1ccccc1)N(CCN(CCc1ccccc1)N=O)N=O)N=O	-20%[57.5 µM]
CCSc1nnc(NC(=O)C2CCN(S(=O)(=O)c3cc(C(F)(F)F)ccc3Cl)CC2)s1	-7%
Cc1ccc(/C=C/C(=O)NCc2cccs2)cc1	10%
Cn1nc(-c2ccc(Cl)cc2)cc1NC(=O)CC(C)(C)CC(=O)O	16%[57.5 µM]
Cc1nn(CCc2nn[nH]n2)c2nc(-c3ccc(Br)cc3)cc(C(F)(F)F)c12	5%
Cc1ccc(S(=O)(=O)N(C)C)cc1NC(=O)c1ccccc1Br	-3%
CC(=O)c1ccc(-c2ccc(C(=O)N3CCCc4ccccc43)o2)cc1	?
Cc1cccc(N2CCN(c3nnc(C(F)(F)F)s3)CC2)c1	2%[57.5 µM]
Nc1cc(=O)[nH]c(=O)n1Cc1ccccc1	2%&0%
Going on with the list.
SMILES	ERK EGF inh
Cn1cccc1/C=N/NC(=O)CNc1cccc2ccccc12	?
O=C1C2CC=CCC2C(=O)N1c1ccc(N2CCN(c3ccccn3)CC2)c([N+](=O)[O-])c1 (centres undefined)	-4%
Cc1ccccc1NC(=O)COC(=O)CCc1ccccc1	-3%
CC/C(Cc1ccccc1)=N\NC(=O)c1cc([N+](=O)[O-])cc([N+](=O)[O-])c1	-5%
CC(=O)c1c(C)[nH]c(C(=O)OCC(=O)Nc2cccc(S(=O)(=O)N(C)C)c2)c1C	-10%
CCOc1cc(C(=O)Nc2c(C)ccc3nsnc23)cc(OCC)c1OCC	-4%
Cc1cccc(N2CCN(c3nc4nonc4nc3N3CCSCC3)CC2)n1	13%
CCOc1cccc2cc(-c3nnc(NCc4ccc5c(c4)OCO5)s3)c(=O)oc12	0%
COc1cc(/C=N/NC(=O)Cn2ccc(C(F)(F)F)n2)cc(OC)c1OC	-1%
Cc1ccc(C(C)C)c(OCC(=O)Nn2c(=O)[nH]c3ccccc3c2=O)c1	1%
CC1=C(C(=O)N2CCOCC2)C(c2ccc(-c3ccccc3)cc2)NC(=S)N1 (centres undefined)	-6%
O=C1N/C(=C\c2nc3ccccc3s2)c2ccccc21	4%[57.5 µM]
COc1ccc(N/C(C)=C/C(=O)c2ccccc2)cc1	-3%
CCOc1ccc(C2=NNC(c3cccs3)=Nc3ccc(OC)cc32)cc1	?
C=CCC1(N(C(C)=O)c2ccccc2)CCCCC1	0%
Cc1ccc(N2C(=O)[C@@H]3[C@H](C2=O)C2c4ccccc4C=NN2[C@@H]3C(=O)c2ccc(Cl)cc2)cc1 (some centres undefined)	6%
O=[N+]([O-])c1ccc(-c2nc(NCC3CCCO3)c3ccccc3n2)cc1 (centres undefined)	-7%[57.5 µM]
COCCNc1ccnc2c(Cl)cccc12	-5%
CCc1ccc(CN(C)CC(=O)Nc2ccc3c(c2)CCC3)cc1	1%
Cc1nc(SCC(=O)NC(C)(C#N)C2CC2)c2c(-c3cccs3)csc2n1 (centres undefined)	-4%
C/C(=N\OCC(=O)Nc1c(C)cc(C)cc1C)c1ccc2c(c1)OCCO2	-3%
COc1ccc2c(c1)-c1nc(/N=C/c3c(O)ccc4ccccc34)sc1CC2	2%
COc1c(C2=CC(=O)N(C)C2=O)c2c(n1C)C(=O)c1ccccc1C2=O	-5%

Shown as labelled records: entries from further up
Cc1ccc(N2C(=O)[C@@H]3[C@H](C2=O)C2c4ccccc4C=NN2[C@@H]3C(=O)c2ccc(Cl)cc2)cc1 (some centres undefined)
  ERK EGF inh: 6%
O=[N+]([O-])c1ccc(-c2nc(NCC3CCCO3)c3ccccc3n2)cc1 (centres undefined)
  ERK EGF inh: -7%[57.5 µM]
COCCNc1ccnc2c(Cl)cccc12
  ERK EGF inh: -5%
CCc1ccc(CN(C)CC(=O)Nc2ccc3c(c2)CCC3)cc1
  ERK EGF inh: 1%

This is a subset, so the mix of outcomes need not match the whole.
